From PubChem BioAssay
FAS-TE inh: inhibitors of human fatty acid synthase thioesterase domain | recombinant FAS-TE, OMFH fluorogenic substrate, fluorescence endpoint | inhibition, % at 15 µM | P49327 | 360,000 tested, 0.67% active;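 active means compounds whose normalised, plate-corrected inhibition of enzyme fluorescence in the single-dose primary screen is 50% or more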;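 further: 0% = DMSO with enzyme and 100% = substrate without enzyme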
MT1-MMP act inh: blocks activation of human MT1-MMP. P50281. HT1080 RFP-PRO-GFP cells, GFP/RFP ratio fluorescence, overnight; percent of plate control window, DMSO zero. GFP/RFP ratio change, % at 20 µM. AID 651647. 360,000 tested, 0.061% active;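 active means GFP/RFP ratio change of at least 30% with cell ATP level not reduced by more than half and red fluorescence within 50% of control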; further: strong numbers were not always called active
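Assay system: RFP-PRO-GFP reporter HT1080 cells; read-out basis: GFP/RFP fluorescence ratio; benchmarks: DMSO wells and RFP-L50D-GFP cells; doses: 20 µM single dose, 1% DMSO; schedule: overnight cell settling, then overnight compound exposure, 37 °C, 5% CO2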
E coli Lon inh: inhibitors of E. coli Lon protease; AID 602123; P0A9M0; 360,000 tested, 0.42% active; purified E. coli Lon protease, fluorescence polarization; inhibition, % at 7.94 µM; in the data active means inhibition above about 13%, passing the limit was not always enough;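 further: 0% = enzyme with probe and DMSO and 100% = no enzyme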
PABP1 MLLE inh: blocks PAM2 peptide binding to the PABP1 MLLE domain; inhibition, % at 20 µM; GST-MLLE / FITC-PAM2 fluorescence polarization; 360,000 tested, 0.36% active; in the data active means inhibition above about 35%, passing the limit was not always enough;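 further: plate controls were DMSO wells with GST-MLLE for no effect and wells lacking GST-MLLE protein for full effect; some results filed as inactive read as strong as hits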
MsrA act: activators of bovine methionine sulfoxide reductase A; purified bovine MsrA, absorbance read-out; AID 602163; activation, % at 10.6 µM; 360,000 tested, 0.3% active; in the data active means activation above about 7.5%;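 further: 0% = vehicle and 100% = reference activator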
MsrA inhibitor: bovine MsrA inhibition | purified bovine MsrA, absorbance read-out | inhibition, % at 15.5 µM | 360,000 tested, 0.75% active; in the data active means inhibition above about 4.5%;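 further: 0% = vehicle wells with enzyme and 100% = reference inhibitor wells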
NRP1-CendR mod: NRP-1/CendR interaction modulation; 360,000 tested, 0.85% active; FAM-RPARPAR peptide binding to NRP-1, fluorescence polarization; inhibition, % at 25 µM; O14786;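 active means inhibition or corrected inhibition above about 18%, plus a signal ratio from 0.5 to 1.5, limit read from the data, passing the limit was not always enough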; further: strong numbers were not always called active
Target sequence (O14786 whole entry, looked up): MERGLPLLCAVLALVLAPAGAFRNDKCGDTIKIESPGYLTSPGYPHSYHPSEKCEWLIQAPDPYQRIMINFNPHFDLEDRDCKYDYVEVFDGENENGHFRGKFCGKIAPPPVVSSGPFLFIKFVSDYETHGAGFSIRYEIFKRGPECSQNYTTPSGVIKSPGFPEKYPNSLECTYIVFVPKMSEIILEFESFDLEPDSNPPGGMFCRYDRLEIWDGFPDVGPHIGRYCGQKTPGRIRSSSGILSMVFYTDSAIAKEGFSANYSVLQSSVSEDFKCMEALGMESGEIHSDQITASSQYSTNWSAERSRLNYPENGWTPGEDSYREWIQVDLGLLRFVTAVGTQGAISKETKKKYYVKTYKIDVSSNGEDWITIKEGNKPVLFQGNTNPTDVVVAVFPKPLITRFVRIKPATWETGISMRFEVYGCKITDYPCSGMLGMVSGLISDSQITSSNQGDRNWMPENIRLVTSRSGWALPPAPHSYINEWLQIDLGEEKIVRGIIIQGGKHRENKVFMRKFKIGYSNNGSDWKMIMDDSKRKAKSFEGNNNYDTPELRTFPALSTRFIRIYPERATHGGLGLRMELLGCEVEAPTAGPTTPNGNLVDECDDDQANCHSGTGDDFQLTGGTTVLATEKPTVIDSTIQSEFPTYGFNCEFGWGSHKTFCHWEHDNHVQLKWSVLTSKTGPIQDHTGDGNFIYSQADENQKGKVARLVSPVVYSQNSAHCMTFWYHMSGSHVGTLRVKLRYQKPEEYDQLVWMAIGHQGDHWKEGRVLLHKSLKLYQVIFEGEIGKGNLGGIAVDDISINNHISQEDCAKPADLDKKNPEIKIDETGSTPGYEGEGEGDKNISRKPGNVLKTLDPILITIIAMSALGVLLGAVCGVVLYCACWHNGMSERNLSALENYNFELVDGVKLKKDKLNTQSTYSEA
SKN-1 block: blocks SKN-1 activity in C. elegans. C. elegans VP596 Pgst-4::GFP/RFP ratio, acrylamide-induced, 24 h. inhibition, % at 21.8 µM. 360,000 tested, 0.49% active;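 active means interference check ratio from 0.5 to 1.5 plus GFP to RFP signal ratio inhibition reaching or exceeding a fixed threshold, cut at about 30% in these data, passing the limit was not always enough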; further: some compounds called inactive have numbers as strong as hits
TbMetRS inhib: blocks T. brucei methionyl-tRNA synthetase activity; 360,000 tested, 0.4% active; purified T. brucei MetRS, ATP depletion, Kinase-Glo luminescence; inhibition, % at 11.9 µM;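 active means inhibition above a per-plate cutoff of the control wells' mean inhibition plus 3 SD, cut at about 5.5% in these data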;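 further: 0% = DMSO wells median and 100% = median of wells with control inhibitor compound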
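Dosing: 11.9 µM single point; system: parasite MetRS enzyme; technique: luminescence of leftover ATP; times: 15 min enzyme-compound preincubation, 2 h reaction, 10 min detection, 25 °C; replicates: each compound tested once; read-out basis: percent inhibition relative to median high and low control wells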
* = called active by the depositor; · = no result given; & = joins results of further samples.

SMILES	FAS-TE inh	MT1-MMP act inh	E coli Lon inh	PABP1 MLLE inh	MsrA act	MsrA inhibitor	NRP1-CendR mod	SKN-1 block	TbMetRS inhib
COc1ccccc1CCNS(=O)(=O)c1ccc(C(=O)O)n1C	-6	3	4	0	-2	-1.2	5	2	0.3
CN1OC(Cn2cc(C#N)c(=O)n(C)c2=O)CC1c1ccccc1 (centres undefined)	2	1	8	15	-11	0.3	21	3	-1.5
CN(C)S(=O)(=O)c1cccc(NC(=O)Cc2ccc(Cl)cc2)c1	9	1	-10	-40	-5	-1.4	4	5	15*
Cc1ccc(S(=O)(=O)N2CCN(S(=O)(=O)c3ccc(C)cc3)C2c2ccccc2)cc1	22	-2	-1	6	-13	1.2	8	-7	-0.7
O=c1oc2ccccc2nc1/C=C(O)/C=C\c1ccccc1	-3	-1	-11	-14	-4	0.9	-43	2	-0.7
O=S(=O)(NCc1ccccn1)c1ccccc1	-8	3	0	12	-1	-1.0	4	-5	0.0
O=C(NCc1ccc(Cl)cc1)NCc1ccc(Cl)cc1	-6	0	3	2	-4	1.6	0	4	0.0
CC1(C(=O)NS(=O)(=O)c2cccs2)CCN1C(=O)C1CCCCC1 (centres undefined)	-8	0	-10	7	-11	-0.3	-5	1	-0.3
COc1ccc(Cl)cc1C(=O)N1CCN=C1SC	-1	-7	-1	-5	-2	-0.1	-18	-8	-0.3
CCOC(=O)C1(Cc2cccc(OC)c2)CCN(Cc2cccc3c2OCO3)CC1	8	-3	6	13	-3	1.2	12	3	-0.1
O=C(CSc1nnc(NC(=O)c2ccccc2[N+](=O)[O-])s1)NC1CCCC1	-7	0	-2	10	-6	1.2	5	-9	-0.1
COc1ccc(OC)c(/C=N/NC(=O)c2cc3c(OC)c(OC)ccc3[nH]2)c1	8	8	1	-10	-6	3.9	-2	10	-0.5
Nn1c(SCC(=O)Nc2ccccc2Oc2ccccc2)nnc1C1CC1	-8	2	1	-9	0	0.8	-23	9	-0.4
CCc1cc(=O)oc2cc(C)cc(OCC(=O)NCCCn3ccnc3)c12	-2	-7	5	10	0	0.9	4	17	-0.4
O=C(Cc1ccc(Cl)cc1)N1CCN(c2ccc(F)cc2)CC1	1	6	11	1	-4	-0.6	1	24	-1.2
Cc1cc(C(=O)Nc2ccncc2)c(C)o1	-6	-1	-1	4	-13	0.8	8	-14	-0.5
COc1ccc(C(=O)NCCNC(=O)c2ccccn2)cc1	-6	-2	4	8	-1	0.2	-4	0	0.4
Cc1cc(NC(=O)CSc2nc(Cc3ccc(O)cc3)c(C)[nH]2)no1	-7	5	-5	1	-7	-0.7	0	-8	-0.6
CCCOc1ccc(C2C(=O)N(C3CCCCCC3)CC(=O)N2Cc2ccco2)cc1OC (centres undefined)	15	-6	-2	-13	-1	-0.6	-2	-2	-0.6
CN(C)S(=O)(=O)c1cccc(N=c2scc(-c3ccc4c(c3)NC(=O)CO4)n2CC2CCCO2)c1 (centres undefined)	14	-3	5	3	-3	0.0	-3	-5	-0.4
COc1ccc(Nc2nc(NCC3CCCO3)nc(N)c2[N+](=O)[O-])cc1 (centres undefined)	2	-6	12	0	-5	0.7	-6	-5	-0.4
Cc1ccc(S(=O)(=O)N(C)CC(=O)NNC(=O)Cc2ccccc2F)cc1	-6	0	-9	-9	0	1.0	1	1	0.1
O=c1ccn(Cc2ccccc2)c(SCc2ccccc2)n1	-6	5	0	13	-3	-0.5	11	0	0.1
CN(C)c1nc(NS(=O)(=O)c2ccc(Cl)cc2)nc(N(C)C)n1	-8	·	9	8	-15	0.3	23	-15	-1.9
CC(C)(C)NC(=S)N1CCC(C(=O)c2ccc(Cl)cc2)CC1	10	-1	3	-133	-7	0.5	-4	-28	-1.2

Further entries.
SMILES	FAS-TE inh	MT1-MMP act inh	E coli Lon inh	PABP1 MLLE inh	MsrA act	MsrA inhibitor	NRP1-CendR mod	SKN-1 block	TbMetRS inhib
CCCN1CN=C(Nc2nc3ccccc3o2)NC1	-6	5	-4	-4	-2	1.4	3	-4	-0.5
Cc1cc(C(=O)OCC(=O)N2CC(C)OC(C)C2)ccc1[N+](=O)[O-] (centres undefined)	0	-2	1	-36	-5	-0.7	16	11	0.5
Cc1ccccc1OCCCc1c(C)n[nH]c1C	0	-2	14	-7	0	1.1	7	7	0.1
Cc1cc(C)cc(NC(=O)c2cc3c(=O)n4ccccc4nc3s2)c1	-5	1	-4	-10	-4	1.5	-3	13	-0.3
CC(C)CNc1ncnc2c1ncn2[C@H]1CN(Cc2ccc(C(=O)O)cc2)C[C@@H](CO)O1	-2	3	-2	0	-3	-0.5	-1	7	-0.3
Nc1ccc(S(=O)C(F)(F)F)cc1 (centres undefined)	0	-2	-11	-3	-4	-0.1	16	-19	-0.8
CN(CC(=O)Nc1ccc(SC(F)F)cc1)C1CCCCC1	6	-2	3	15	6	-0.9	-8	2	-0.7
COc1ccc(NC(=O)CSc2nnc(Cc3cccn3C)n2-c2ccc(F)cc2)cc1OC	-4	4	8	-12	-4	0.2	-2	8	-0.6
COc1ccccc1NC(=O)CCN1CCCCCC1	-7	3	-8	11	-2	0.4	1	5	-0.8
CC1(C)CC(O)CC(C)(C)N1CC(O)COCc1ccccc1 (centres undefined)	-4	0	0	8	-3	-0.2	19	19	0.1
CSc1cccc(NC(=O)C2(S(=O)(=O)c3ccc(C)cc3)CC2)c1	5	1	0	-5	-3	-1.3	-1	7	0.2
COc1ccc(NC(=O)CN(C)CC(=O)c2c(C)[nH]c3ccccc23)cc1	-5	-3	-7	8	-3	2.7	-15	-1	0.0
COC(=O)[C@@]12C[C@@H](CC(=O)NCC3CCCCC3)C(=O)N(Cc3ccccc3)C1=CCC(C)(C)C2	·	-2	·	·	·	0.9	5	15	-0.7
CC(C)CC1C(=O)N(Cc2cn(CCC3OCCCO3)nn2)CCS(=O)(=O)N1Cc1ccc(-c2ccc(Cl)cc2)cc1 (centres undefined)	5	3	2	-10	-4	0.2	4	10	-1.3
Cc1ccsc1C(=O)C1CCCN(Cc2cn(C)nc2-c2ccccc2)C1 (centres undefined)	-8	0	0	1	-3	-0.6	-4	6	-0.5
COc1ccccc1-n1c(CNC(=O)c2ccccc2)nnc1SCC(=O)Nc1nnc(C)s1	-1	2	1	-10	0	2.9	8	4	-0.4
CCCN1Cc2cccc(C(=O)NCCc3ccccc3)c2C1=O	3	5	7	1	1	1.8	-2	-7	-0.3
CN(CC1CCCO1)S(=O)(=O)c1ccc(C(=O)Nc2nccs2)cc1 (centres undefined)	-3	0	-13	-3	-6	-0.9	-5	4	-0.7
CC12CCC(C)(O1)C1C(=O)N(c3nccs3)C(=O)C12 (centres undefined)	-6	6	-5	7	-3	-1.6	-2	-2	0.1
CC(=O)Oc1ccc(C(=O)Nc2cccc(NC(=O)c3ccco3)c2)cc1	-2	1	-27	-1	-2	0.7	-2	7	0.7
COCCCn1c(O)c(/C=C2\N=C(C#N)C(=Nc3ccc(C)cc3)O2)sc1=S	-25	-68	-38	-97	-2	0.3	-238	10	0.1
O=C(CCCCCn1c(=S)[nH]c2ccccc2c1=O)NCc1ccc2c(c1)OCO2	1	6	1	-85	1	0.7	3	7	-0.1
Cc1nn(-c2ccc(F)cc2)c(Cl)c1/C=C(\CC(=O)O)c1nc2ccccc2s1	-2	2	3	-6	-12	2.9	6	0	-1.1
Cc1ccccc1C(=O)/C=C1/c2ccccc2CC(C)(C)N1C	3	4	-6	-1	-2	0.5	4	22	0.6
Cc1ccc(CN2CCC(n3nccc3NC(=O)CCOc3ccccc3)CC2)o1	-4	-3	-7	7	-5	-0.9	3	6	-0.4

Continued, starting with the last 2 of the part before.
SMILES	FAS-TE inh	MT1-MMP act inh	E coli Lon inh	PABP1 MLLE inh	MsrA act	MsrA inhibitor	NRP1-CendR mod	SKN-1 block	TbMetRS inhib
Cc1ccccc1C(=O)/C=C1/c2ccccc2CC(C)(C)N1C	3	4	-6	-1	-2	0.5	4	22	0.6
Cc1ccc(CN2CCC(n3nccc3NC(=O)CCOc3ccccc3)CC2)o1	-4	-3	-7	7	-5	-0.9	3	6	-0.4
O=C(Nc1cccnc1)c1cnn2c(C(F)F)cc(C3CC3)nc12	-2	-5	-3	-10	-4	0.2	-9	-4	-0.4
CC(=O)N/C(=C\c1ccc(F)cc1)C(=O)NC(C(=O)O)C(C)C (centres undefined)	-2	-4	2	15	0	-0.7	-6	-1	0.8
Cc1cc(C)cc(-n2c(C)cc(C(=O)CSc3nnnn3C)c2C)c1	12	-1	-2	-12	-5	-0.3	-4	22	-1.1
O=C1CSC(c2ccccc2)N1c1nc(-c2ccc(Cl)cc2Cl)cs1 (centres undefined)	29	-2	0	3	-4	·	5	5	-1.0
Cc1ccc(S(=O)(=O)NCCOCCNS(=O)(=O)c2ccc(C)cc2)cc1	-2	-6	-3	0	-8	0.3	15	-10	-1.5
Cc1cc(N=Nc2ccc(Cl)cc2)cc(CN2CCOCC2)c1O	38	6	1	2	-7	1.8	-7	-2	-1.3
COc1ccc(/C(=N\O)c2ncc(C(F)(F)F)cc2Cl)cc1	-4	-2	-3	4	1	0.1	3	1	-0.1
O=C(NCCc1cccc(F)c1)C1CCC(=O)N(C2CCCCCC2)C1 (centres undefined)	0	2	-3	13	2	-0.1	2	-4	-0.6
Cc1cc(C)c(NC(=O)/C(=C/c2ccco2)c2ccccc2)c(C)c1	9	-14	-9	-2	-8	2.4	-5	8	-0.7
CCOc1ccc2ccccc2c1C(=O)N[C@@H]1C(=O)N2[C@@H]1SC(C)(C)[C@@H]2C(=O)O	2&0	5&2	-6&8	3&1	-2&0	-1.1&-1.6	-8&-16	1&1	-0.3&0.1
COC(=O)c1ccccc1NC(=O)/C=N/O	-58	-2	6	5	-8	1.8	-5	-6	-2.6
CCc1nn(CC(=O)NC(C)CCc2ccccc2)c(=O)c2cc3occc3n12 (centres undefined)	22	0	2	9	-2	-0.5	1	16	-0.4
COc1ccc(N2CC(O)(c3ccc(OC(F)F)cc3)[N+]3=C2CCCC3)cc1 (centres undefined)	-4	-5	-1	4	-3	0.0	7	1	-0.2
O=C(COc1ccc(S(=O)(=O)N2CCOCC2)cc1)N1CCN(c2ccccc2)CC1	-1	6	-10	-1	-4	-0.4	6	-20	0.1
CCOCCCNC(=O)C(NC(=O)c1ccccn1)c1ccc(C)cc1 (centres undefined)	-7	-1	-10	15	-6	0.2	13	-4	0.1
O=C(C[C@@H]1C/C=C\CCC(=O)OC[C@@H]2CCCN2C1=O)NCCO	-16	6	-12	-16	-13	-0.5	7	8	-0.7
CN1C(=O)Nc2cccc3cccc1c23	-1	3	9	-2	-1	0.9	1	8	-0.3
CN(C)S(=O)(=O)c1ccc(C(=O)NCc2ccco2)cc1	-1	1	-1	11	-2	2.3	11	2	0.0
CC(=O)c1c(N2CCN(c3ccc(F)cc3)CC2)nc(=S)n(-c2ccccc2)c1C	3	-5	-95	20	-4	-1.5	-16	24	0.2
COc1ccc(N2CC(O)(c3ccc(C)cc3)[N+]3=C2CCCC3)cc1 (centres undefined)	-2	1	5	13	-1	-1.5	-1	-5	0.4

Filtered by structure: the compounds so far with a thiophene ring, fused or not
SMILES	FAS-TE inh	MT1-MMP act inh	E coli Lon inh	PABP1 MLLE inh	MsrA act	MsrA inhibitor	NRP1-CendR mod	SKN-1 block	TbMetRS inhib
CC1(C(=O)NS(=O)(=O)c2cccs2)CCN1C(=O)C1CCCCC1 (centres undefined)	-8	0	-10	7	-11	-0.3	-5	1	-0.3
Cc1cc(C)cc(NC(=O)c2cc3c(=O)n4ccccc4nc3s2)c1	-5	1	-4	-10	-4	1.5	-3	13	-0.3
Cc1ccsc1C(=O)C1CCCN(Cc2cn(C)nc2-c2ccccc2)C1 (centres undefined)	-8	0	0	1	-3	-0.6	-4	6	-0.5
